From PubChem BioAssay
Pf growth 48h = Primary qHTS for delayed death inhibitors of the malarial parasite plastid, 48 hour incubation | P. falciparum luciferase growth in erythrocytes, 48 h | Potency, µM (top dose mostly 28.7 µM), for inactives: at the highest dose activity change, negative = inhibition, usual class: inhibitors | 5.9% of 310,000 active | AID 504832, 2011; further: potency means the concentration at half of the fitted maximal effect; on the % scale 0 is the no-effect control and ±100 the full control effect
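Erythrocytes infected with P. falciparum carrying an integrated firefly luciferase reporter (2% hematocrit, 0.1% parasitemia final) were exposed to compounds in RPMI 1640 with 0.5% Albumax at 37 C, 5% CO2. Growth inhibition was scored as reduced luminescence.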
CHX counter = Cycloheximide Counterscreen for Small Molecule Inhibitors of Shiga Toxin. cell reporter, cycloheximide protein synthesis inhibition counterscreen. max response, %. 12% of 300,000 active. AID 2314, 2010; in the data active means max response mostly above about 13%, no sharp cut-off; inactive means mostly below about 14%; further: read at 38.3 µM for the half of the compounds with a filed dose; 0% is about no effect
LmPK inh = qHTS Assay for Inhibitors of Leishmania Mexicana Pyruvate Kinase (LmPK); Q27686; purified LmPK, Kinase-Glo ATP luminescence, 1 h; Potency, µM (titrated, usually from 57.5 µM), without a hit: at the highest dose activity change, negative = inhibition, usual class: inhibitors; 0.37% of 290,000 active; further: potency means the concentration at half of the fitted maximal effect; on the % scale 0 is the no-effect control and ±100 the full control effect
Target sequence (Q27686 whole entry, looked up): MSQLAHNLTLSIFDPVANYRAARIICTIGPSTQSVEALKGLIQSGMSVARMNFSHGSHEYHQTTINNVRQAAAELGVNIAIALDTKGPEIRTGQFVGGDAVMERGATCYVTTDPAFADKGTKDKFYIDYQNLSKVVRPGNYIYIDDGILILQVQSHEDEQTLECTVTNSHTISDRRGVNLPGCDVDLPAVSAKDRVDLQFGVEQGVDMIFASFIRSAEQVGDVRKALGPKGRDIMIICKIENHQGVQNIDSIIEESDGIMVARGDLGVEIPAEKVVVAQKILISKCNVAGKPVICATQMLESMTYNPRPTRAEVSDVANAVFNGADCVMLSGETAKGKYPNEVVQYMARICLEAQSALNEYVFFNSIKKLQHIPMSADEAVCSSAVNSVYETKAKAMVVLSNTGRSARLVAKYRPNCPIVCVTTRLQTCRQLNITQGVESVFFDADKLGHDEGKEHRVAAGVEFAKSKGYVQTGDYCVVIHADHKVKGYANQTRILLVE
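Kinase-Glo luminescence read after 1 h RT reaction of 0.1 nM LmPK with 0.5 mM PEP and 0.1 mM ADP. Activity scaled between uninhibited and enzyme-free controls.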
Pf growth 96h = Primary qHTS for delayed death inhibitors of the malarial parasite plastid, 96 hour incubation. 6.9% of 320,000 active. P. falciparum luciferase reporter growth, 96 h. Potency, µM (titrated, usually from 28.7 µM), inactives show at the highest dose activity change, negative = inhibition, actives largely listed as inhibitors; further: potency means the concentration at half of the fitted maximal effect; on the % scale 0 is the no-effect control and ±100 the full control effect
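P. falciparum expressing integrated firefly luciferase, in erythrocytes at 2% hematocrit, 0.05% parasitemia, incubated with compounds 96 h at 37 C, 5% CO2. Growth inhibition read as loss of luminescence; two-generation exposure targets delayed-death apicoplast inhibitors.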
AMA1 RON2 block = qHTS for Inhibitors of AMA1-RON; Towards Development of Antimalarial Drug Lead: Primary Screen; Potency, µM (titrated, usually from 58.2 µM), without a hit: top-dose activity change, negative = inhibition, most hits filed as inhibitors; AlphaScreen AMA1-biotinylated RON2 peptide binding; AID 720542, 2013; Plasmodium falciparum AMA1 (3D7) - RON2 peptide interaction; 0.2% of 360,000 active;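 further: potency means the concentration at half of the fitted maximal effect; 0% = vehicle wells and -100% = peptide control; nearly all actives have a fitted effect of over 45% in size; some results filed as inactive show a strong effect at the top dose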
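AMA1 (3D7) with his tag at 25 nM final met compounds first, then biotinylated RON2 peptide at 25 nM; detection used donor plus acceptor beads, 10 µg/mL apiece, read by AlphaScreen after 30 min at room temperature.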
Tb PYK inh = qHTS of Trypanosoma Brucei Inhibitors; AID 624173, 2012; Potency, µM (doses to about 76.8 µM), for inactives: at the highest dose activity, negative = inhibition, hits mostly inhibitors; 0.12% of 410,000 active; TbPYK enzyme, Kinase-Glo Plus ATP luminescence, 45 min; further: potency means the concentration at half of the fitted maximal effect; on the % scale 0 is the no-effect control and ±100 the full control effect; nearly all actives have a fitted effect of over 50% in size
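T. brucei PYK with substrate was exposed to pin-transferred compounds across a concentration series, then started with 130 uM ADP (final). After 45 min at room temperature, Kinase-Glo Plus luminescence was read, normalized and curve-fitted.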
Shiga inhibitor = A qHTS for Small Molecule Inhibitors of Shiga Toxin. Vero cells, Shiga toxin protein synthesis inhibition reporter. inhibition, % at 38.7 µM. 9.2% of 290,000 active; in the data active means inhibition mostly above about 28%, no sharp cut-off; inactive means mostly below about 43%; further: 0% is about no effect
Starred values were filed as active, the others as inactive; i = inactive; ? = inconclusive; / = not tested or not shown; & = joins results of further samples; [ ] = another dose, or the depositor's remark. Unless noted, the call rests on the fitted dose curve; in most records, active means well fitted curve in the direction sought with a large enough effect; inconclusive means small, poorly fitted or top-dose-only effect, or another doubt; inactive means no such curve, though single readings can be large; an effect the other way counts as inactive or inconclusive.

SMILES	Pf growth 48h	CHX counter	LmPK inh	Pf growth 96h	AMA1 RON2 block	Tb PYK inh	Shiga inhibitor
Cc1ccc(S(=O)(=O)N(C(=O)c2ccco2)c2cc3sc(=O)oc3c3ccccc23)cc1	10µM*	-5	0%	12µM*	-4%	?	-10
COc1ccc(-c2nc3n(c(=O)c2C#N)CCCS3)cc1	/	15*	4%	-2%	-2%	2%	0
COc1ccc(-c2noc(N3CCC(C(=O)NCc4ccc(F)cc4)CC3)n2)cc1	92%[activator]	7	0%	28%	0%	10%	11
COc1ccc(C(=O)CCN2CCN(c3ccccc3OC)CC2)cc1	17%	4	-5%	?	-13%	-2%	6
CCn1nc(C(=O)Nc2nc(-c3ccccn3)cs2)c2ccccc2c1=O	2.3µM*	/	/	2.6µM*	104%[activator]	-3%	/
COc1ccccc1[C@@H]1C(c2ccc(F)cc2)=NN(c2ccccc2)[C@H]1C(=O)N1CCOC1=O	-15%	-3&0	16%	?	23%	3%	-6&1
CCN(CCNC(=O)c1ccc(C#N)cc1)c1cccc(C)c1	?	-1	-4%	?	-21%	2%	-8
Cc1nc2c(=O)n(C)c(=O)[nH]c2n1Cc1ccccc1	24%	37*	1%	-4%	-11%	0%	20
O=C(Nc1cnc2sccn2c1=O)c1ccc(Cl)cc1Cl	106%[activator]	38*	-2%	/	-4%	-2%	120*
CCOC(=O)c1ccc[n+](CC(=O)c2ccc(NC(=O)c3ccccc3)cc2)c1	-7%	6	-4%	?	0%	0%	-17
CN(C)S(=O)(=O)c1ccc(C(=O)NCCOc2ccccc2)cc1	143%[activator]	40*	0%	/	2%	1%	83*
CCCCNC(=O)CCC(=O)Nc1ccc2nc(N3CCC(C)CC3)cc(C)c2c1	-5%	30*	4%	?	6%	-3%	55*
O=C(CS(=O)(=O)c1cn(Cc2ccc(F)cc2)c2ccccc12)N1CCOCC1	4%	1	5%	-2%	1%	-12%	3
Cn1c(SCC(=O)NC2CCCCC2)nnc1-c1cc2ccccc2o1	/	10	-7%	?	-6%	-3%	19
Cc1cc(-c2ccccc2)cc(-c2ccccc2)[n+]1C	10µM*	-1	-12%	0.93µM*	1%	3%	-12
NC(=O)c1ccc(-n2nnnc2SCC(=O)Nc2ccccc2-c2ccccc2)cc1	?	-4	5%	11%	-3%	1%	5
CC(C)N(CCNC(=O)C1CCC(=O)N1Cc1ccc(F)cc1)Cc1ccccc1 (centres undefined)	?	-5	3%	216%[activator]	0%	-1%	-15
CC(C)(C)c1ccc(OCCC(=O)Nc2cccc(S(=O)(=O)N3CCCCC3)c2)cc1	?	-3	2%	?	0%	-1%	32
COc1ccc(NC(=O)C2=Cc3cccc(OC)c3OC2)cc1	29%	31*	-14%	50%[activator]	10%	2%	60*
O=C(Cc1nn[nH]n1)Nc1cc(Cl)cc(Cl)c1	/	0	0%	25%	11%	7%	1
COc1ccc(CN2CC(C(=O)NC3CCCCC3)CC2=O)cc1 (centres undefined)	7%	-2	0%	24%	4%	0%	-7
OC(COc1ccccc1Cl)CN1CCN(CC(O)COc2ccccc2Cl)CC1 (centres undefined)	/	1	9%	117%[activator]	-16%	1%	-9
CC(=O)NCC(=O)OCc1ccc([N+](=O)[O-])cc1	0%	9	4%	-5%	-11%	-9%	0
NS(=O)(=O)OC(CCc1ccccc1)C(Cl)(Cl)Cl (centres undefined)	2%	-3	-7%	-3%	9%	-1%	-2
CCCN(Cc1ccccc1)C(=S)NC(=O)c1ccccc1[N+](=O)[O-]	-14%	-2	2%	-1%	46%[activator]	-8%	-8
O=C(CSc1nc2ccccc2s1)Nc1ccc2c(c1)oc1ccccc12	0%	7	-2%	49%[activator]	-4%	-17%	-16
O=C(N/C(=C\c1ccco1)C(=O)N1CCCC1)c1ccccc1	18%	-4	-2%	124%[activator]	-10%	-3%	3
O=C(Nc1ccccc1N1CCOCC1)c1ccc(N2CCOCC2)c([N+](=O)[O-])c1	?	1	5%	?	6%	-7%	15
CCCCOc1cccc(NC(=O)CSc2nncn2C)c1	27%	-1	-1%	163%[activator]	11%	-5%	16
O=C(c1cc(-c2ccc(Br)cc2)on1)N1CCCCCC1	221%[activator]	35*	-6%	-16%	-3%	3%	80*
COc1ccc(CCCc2nnc(SCC(=O)NN)o2)cc1	?	3	4%	?	39%[activator]	0%	12
CC(=O)Nc1ccc(N2CCOCC2)c(Cl)c1	4%	-1	1%	4%	-7%	-5%	76
O=C(Nc1cc(C(=O)N2CCN(c3ccccc3O)CC2)ccc1Cl)c1cccs1	?	/	/	?	-9%	0%	/
CCCCCCC(=O)O[C@H]1CC[C@H]2[C@@H]3CCC4CC(=O)C=C(C)[C@]4(C)[C@H]3CC[C@]12C (some centres undefined)	4.8µM*	/	/	6.7µM*	/	0%	/
O=C(NCCCN1CCCC1)c1ccc2c(c1)N(Cc1ccccc1)CCS2	?	-2	8%	?	-4%	-3%	10
Cc1ccc(S(=O)(=O)N2CCC(N3CCC(C)CC3)CC2)cc1	11%	2	-10%	32%[activator]	3%	5%	-27
CC(C)C(NC(=O)C1CCCCC1)C(=O)NC1CCN(Cc2ccccc2)CC1 (centres undefined)	?	7	-1%	?	/	/	-14
CCOC(=O)CNC(=O)N1CCCC(CNS(=O)(=O)c2cccs2)C1 (centres undefined)	9%	2	-4%	10µM*	-3%	0%	10
CCN1C(=O)/C(=C\c2nc3ccccc3c(=O)n2-c2ccccc2)c2ccccc21	10µM*	-3	0%	-2%	0%	-10%	-11
O=C(NCc1ccc2c(c1)OCO2)C1CCCN(C(=O)c2ccc(Cl)cc2)C1 (centres undefined)	/	-2	1%	-19%	15%	0%	-9
O=C(O)Cn1nnn(-c2ccccc2)c1=S	8%	8	-1%	13%	-2%	1%	-3
Cc1cc(N=Cc2cc(Br)ccc2O)no1	-6%	1	-16%	/	-2%	-2%	13
COC(=O)c1ccc(S(=O)(=O)N2CCC(O)CC2)n1C	-1%	1	-1%	21%	-2%	2%	-12
COc1ccc(NC(=O)c2cc(-c3ccccc3Cl)on2)cc1	?	44*	2%	?	-1%	-1%	130*
Cc1ccccc1NC(=O)Cn1nnc(-c2ccc(N3CCOCC3)cc2)n1	126%[activator]	8	-1%	/	11%	-7%	38
CCC(CC)NC(=O)CSc1ccc(S(=O)(=O)N2CCOCC2)cn1	-22%	/	/	-16%	-4%	2%	/
COc1ccccc1CNC(=O)CCNS(=O)(=O)c1cccc2nsnc12	7%	-1	0%	/	3%	2%&3%	4
O=C1NC2NC(=O)N([N+](=O)[O-])C2N1 (centres undefined)	55%	1	0%	-2%	-10%	1%	16

Of the compounds above, 2 contain a cyano group.
SMILES	Pf growth 48h	CHX counter	LmPK inh	Pf growth 96h	AMA1 RON2 block	Tb PYK inh	Shiga inhibitor
COc1ccc(-c2nc3n(c(=O)c2C#N)CCCS3)cc1	/	15*	4%	-2%	-2%	2%	0
CCN(CCNC(=O)c1ccc(C#N)cc1)c1cccc(C)c1	?	-1	-4%	?	-21%	2%	-8

(cont.)
SMILES	Pf growth 48h	CHX counter	LmPK inh	Pf growth 96h	AMA1 RON2 block	Tb PYK inh	Shiga inhibitor
Cc1c(NC(=O)CN2CCCc3ccccc32)c(=O)n(-c2ccccc2)n1C	12%	-4	-4%	59%[activator]	-16%	-2%	4
COc1ccc(Cc2nc3c4c(ncn3n2)Oc2ccc3ccccc3c2C4c2ccc(OC)c(OC)c2)cc1 (centres undefined)	1.7µM*	-3	5%	?	-8%	-2%	-5
COc1ccc(-n2c(SCC(=O)N3CCCCC3)nc(O)cc2=O)cc1	?	4	2%	-2%	12%	1%	13
CC(C)c1ccc(CCNC(=O)CCNC(=O)c2ccc(Br)cc2)cc1	14%	-1	0%	9%	11%	-8%	-3
Cc1cc(C)c(C(=O)CSC2=NC(N)=C(C#N)C3(CCCCC3)C2C(N)=O)cc1C (centres undefined)	/	3	-1%	?	15%	-38%	-9
CCC(=O)Nc1ccc(NC(=S)NC(=O)c2cc3ccccc3o2)cc1	-24%	1	-1%	?	23%	-14%	17
CSc1nnc([C@H](C)NC(=O)OC(C)(C)C)o1	4%	-2	-1%	15%[5.75 µM]	-5%	-2%	18
COc1cc(-c2nnc(NC(=O)C3=COCCO3)o2)cc(OC)c1OC	1%	/	/	-2%	11%	1%	/
[N-]=[N+]=N[C@@H](CCN1CC[C@H](NC(=O)OCc2ccccc2)CCC1=O)c1ccccc1	?	-3	0%	6%	12%	1%	-4
Cc1c(CCC(=O)NC2CC2)c(=O)oc2c(C)c(O)ccc12	-5%	7	3%	-34%	2%	-4%	5
O=C(CSc1nc2ccccc2o1)Nc1nncs1	/	11	-2%	15%	3%	10%	13
O=S(=O)(NCCSc1ccccc1)c1cccs1	22%	0	1%	?	4%	-2%	-6

Three entries from above, with values under each structure.
Each structure is followed by: Pf growth 48h | CHX counter | LmPK inh | Pf growth 96h | AMA1 RON2 block | Tb PYK inh | Shiga inhibitor
O=S(=O)(NCCSc1ccccc1)c1cccs1
    22% | 0 | 1% | ? | 4% | -2% | -6
COc1ccc(Cc2nc3c4c(ncn3n2)Oc2ccc3ccccc3c2C4c2ccc(OC)c(OC)c2)cc1 (centres undefined)
    1.7µM* | -3 | 5% | ? | -8% | -2% | -5
CCC(=O)Nc1ccc(NC(=S)NC(=O)c2cc3ccccc3o2)cc1
    -24% | 1 | -1% | ? | 23% | -14% | 17

(further entries)
SMILES	Pf growth 48h	CHX counter	LmPK inh	Pf growth 96h	AMA1 RON2 block	Tb PYK inh	Shiga inhibitor
Cc1cc(OCC(=O)N2CCCN(C)CC2)ccc1Cl	7%	16*	-5%	7%	4%	1%	-16
Cc1ccccc1C(=O)Nc1nc2n(n1)C(c1ccccc1)CC(=O)N2 (centres undefined)	-4%	-4	2%	/	18%	/	-7
CCN(CC)CCCN(C(=O)Cn1nnc(-c2ccc(OC)c(OC)c2)n1)C(C(=O)NC(C)(C)C)c1ccc(F)cc1 (centres undefined)	?	1	3%	?	2%	7%	-11
CCCCc1nc2ccccc2c(N)c1CCC (tested in a mixture with another compound)	9.3µM*	-3	-9%	?	4%	4%	-1
CCN(CC)S(=O)(=O)c1ccc(OC)c(NS(=O)(=O)c2cccc(C(=O)O)c2)c1	5%	-1	-6%	8%	3%	-2%	-5
O=C(CSc1nnc2n1CCCN2)c1ccc([N+](=O)[O-])cc1	23%	1	4%	14%	2%	-9%	19
COC(=O)C1=C(c2ccc(OC(F)(F)F)cc2)C[C@@H]2CC[C@H]1N2C(=O)NCCOc1ccc(OC)cc1	?	/	/	5.9µM*	-20%	-3%	/
O=C(c1cc(-c2ccc(F)cc2)nc2ccccc12)N1CCN(C2CCS(=O)(=O)C2)CC1 (centres undefined)	-8%	/	/	?	-4%	9%	/
C/C(=N\NC(=O)CNc1ccccc1)c1ccccc1	0%	2	1%	i	49%[activator]	-1%	-6
CC1=C/C(=N\OS(=O)(=O)c2ccccc2)C(C)=CC1=O	/	8.3*	-4%	4.1µM*	?	4%	18
Cc1c(N)cc(N)cc1C(=O)O	?	-2	-2%	38%[activator]	-6%	-3%	1
O=C(N/C(=N\O)c1ccccc1)Nc1ccc(Cl)cc1	24%	26	4%	/	-1%	4%	48*
